HCMV antiviral = inhibitors of human cytomegalovirus; 4.5% of 410,000 active; HFF cells, HCMV-luciferase reporter, 72 h; stronger effect = lower value; AID 1259415; activity change, negative = inhibition, % at 57.5 µM; in the data active means activity change below about -60%; inconclusive means no clear call, values can overlap the other calls; inactive means above about -39%
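Inhibition of viral replication was scored as loss of reporter luminescence in HFFs infected with HCMV-luciferase (MOI 1 PFU/cell) for 72 h; compounds tested at 2 doses, normalized to buffer and Salinomycin controls.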
* marks the source's active call; other numbers are inactive results. On the % scale 0 is the no-effect control and ±100 the full control effect. An excerpt. The share of hits here may be higher or lower than overall.

Screening Cc1ccc(NC(=O)CSc2nnc(NC3CC3)s2)cc1S(=O)(=O)N1CCOCC1 returned HCMV antiviral 4.
Screening CC1(C(=O)NCc2cccc(C(F)(F)F)c2)CCN1CCc1ccccc1 (stereo not drawn) returned HCMV antiviral -6.
For CCCNC(=O)C1(C)CCCN(C(=O)c2ccccc2OC)C1 (stereo not drawn) the results were HCMV antiviral 3.
`CC(C)CNc1cccc2c1S(=O)(=O)N[C@@H](C)CO2` gave HCMV antiviral 8.
`COc1cccc(NC(=O)N(C)C[C@@H]2OCc3cn(nn3)CCCC(=O)N([C@H](C)CO)C[C@H]2C)c1` gave HCMV antiviral 7.
Screening CC1(C(=O)NS(=O)(=O)c2cccc(Cl)c2)CCN1C(=O)c1ccccc1 (stereo not drawn) returned HCMV antiviral -20.
For Cc1cc(F)ccc1C(O)c1ncc(-c2ccccc2)[nH]1 (stereo not drawn) the results were HCMV antiviral -8.
Screening COc1cccc(C(C)(O)c2nc(-c3ccccc3OC)cs2)c1 (stereo not drawn) returned HCMV antiviral -1.
Screening Cc1nc2sccn2c(=O)c1S(=O)(=O)NCC1CCN(Cc2ccc(Cl)cc2)CC1 returned HCMV antiviral -40.
For Nc1cc(C(=O)Nc2ccccc2F)ccc1N1CC2CC(C1)c1cccc(=O)n1C2 (stereo not drawn) the results were HCMV antiviral 1.
`COc1ccc(Br)cc1C1=CC(=O)C[C@H](c2ccc(F)cc2)C1` gave HCMV antiviral 6.
CC1(C(=O)NS(=O)(=O)c2cccc(Cl)c2)CCN1C(=O)CC1CC1 (stereo not drawn) was read as HCMV antiviral inconclusive.
`COc1ccc(Cl)cc1NC(=O)NNC(=O)C(=O)Nc1ccc(F)cc1` gave HCMV antiviral -10.
`CC1(C(=O)NS(=O)(=O)c2cccc(Cl)c2)CCN1C(=O)Cc1ccsc1` (stereo not drawn) gave HCMV antiviral 3.
`COc1ccccc1CNC(=O)c1cc(-c2cc(Cl)ccc2C)n[nH]1` gave HCMV antiviral -6.
C[C@@H]1CN([C@H](C)CO)C(=O)CCCn2cc(nn2)CO[C@H]1CN(C)C(=O)Nc1cccc2ccccc12 was read as HCMV antiviral -1.
`C=CCOc1ccc(C[C@H](N)C(=O)NC[C@H]2O[C@@H](n3cc(C)c(=O)[nH]c3=O)C[C@@H]2O)cc1` gave HCMV antiviral -26.
For O=C(Nc1ccccc1Cl)c1cc(C2CCCN(C(=O)CCCc3ccccc3)C2)on1 (stereo not drawn) the results were HCMV antiviral 19.
`O=C(c1ccc(Cl)c(Cl)c1)N1CCC(=O)N([C@H](COCc2cccc(C(F)(F)F)c2)Cc2ccccc2)CC1` gave HCMV antiviral 17.
For COc1ccc(NC(=O)C2Cc3c(-c4ccco4)ccnc3O2)cc1OC (stereo not drawn) the results were HCMV antiviral -73*.

Next section; it opens with the 5 that closed the last part.
C[C@@H]1CN([C@H](C)CO)C(=O)CCCn2cc(nn2)CO[C@H]1CN(C)C(=O)Nc1cccc2ccccc12 was read as HCMV antiviral -1.
`C=CCOc1ccc(C[C@H](N)C(=O)NC[C@H]2O[C@@H](n3cc(C)c(=O)[nH]c3=O)C[C@@H]2O)cc1` gave HCMV antiviral -26.
For O=C(Nc1ccccc1Cl)c1cc(C2CCCN(C(=O)CCCc3ccccc3)C2)on1 (stereo not drawn) the results were HCMV antiviral 19.
`O=C(c1ccc(Cl)c(Cl)c1)N1CCC(=O)N([C@H](COCc2cccc(C(F)(F)F)c2)Cc2ccccc2)CC1` gave HCMV antiviral 17.
For COc1ccc(NC(=O)C2Cc3c(-c4ccco4)ccnc3O2)cc1OC (stereo not drawn) the results were HCMV antiviral -73*.
COc1ccc(-c2cc3nc(C)cc(N4CCN(C(=O)c5ccoc5)CC4)n3n2)cc1 was read as HCMV antiviral -18.
Screening CC(C)CN1C(=O)C(=O)N(CC(=O)NCCCc2ccccc2)C1=O returned HCMV antiviral -23.
CC(C)NC(=O)C1(C)CN(S(C)(=O)=O)CC(=O)N1CC(F)(F)F (stereo not drawn) was read as HCMV antiviral 1.
For CNC(=O)c1ccc(CN(C)C(=O)c2cc(C3CC3)nc3c2cnn3C(C)C)cc1 the results were HCMV antiviral -5.
`CC1(C(=O)Nc2ccc3[nH]ncc3c2)CCN1C(=O)CCc1ccccc1` (stereo not drawn) gave HCMV antiviral 1.
Screening COc1ccc(Nc2nc(NCc3cccs3)nc3ccsc23)cc1OC returned HCMV antiviral 15.
Cc1ccc2cccc(CC(=O)NN)c2c1 was read as HCMV antiviral -12.
`CCCc1c(-c2cccc(F)c2)ncn1CCc1ccccc1OC` gave HCMV antiviral -74*.
CCC(=O)N1CCCC1(C)C(=O)NCc1ccc(SC)cc1 (stereo not drawn) was read as HCMV antiviral inconclusive.
Screening Cc1ccc(-n2c(=S)[nH]c3ccc(C)cc3c2=O)cc1 returned HCMV antiviral 5.
OC(c1ccccc1)(c1nc(-c2ccc3c(c2)OCO3)cs1)C(F)(F)F (stereo not drawn) was read as HCMV antiviral -11.
Screening CCC/C(=C1/c2ccccc2C(=O)N1c1ccccc1)c1ccc(C=O)o1 returned HCMV antiviral -4.
COc1ccc(NC(=O)N2Cc3ccccc3-n3nncc3C2)cc1 was read as HCMV antiviral 6.
`CSCCC(C(=O)NC1CCCC1)n1c(-c2ccccn2)nc2ccccc21` (stereo not drawn) gave HCMV antiviral -19.
C[C@H](CO)N1C[C@H](C)[C@@H](CN(C)C(=O)Nc2cccc(F)c2)OCc2cn(nn2)CCCC1=O was read as HCMV antiviral 24.
`COc1cc(NC(=O)[C@H]2O[C@@H](n3cnc4c(N)ncnc43)[C@H](O)[C@@H]2O)cc(OC)c1OC` gave HCMV antiviral 1.
For O=C1CCC(OCc2ccccc2)CCN1CC[C@@H](Sc1ccccc1)c1ccccc1 (stereo partly drawn) the results were HCMV antiviral 12.
`Cc1cc2nc(-c3cccc(Cl)c3)c(CC(C)(C)C)n2c(C)c1Br` gave HCMV antiviral 22.
`COc1ccc(CN2CCC2(C)C(=O)NCCNC(C)=O)c2ccccc12` (stereo not drawn) gave HCMV antiviral 38.
For COCc1cccc(-c2csc(C(NC(C)=O)c3ccccc3)n2)c1 (stereo not drawn) the results were HCMV antiviral 39.

Quoted at random: five records from the list
`COc1cc(NC(=O)[C@H]2O[C@@H](n3cnc4c(N)ncnc43)[C@H](O)[C@@H]2O)cc(OC)c1OC` gave HCMV antiviral 1.
For O=C1CCC(OCc2ccccc2)CCN1CC[C@@H](Sc1ccccc1)c1ccccc1 (stereo partly drawn) the results were HCMV antiviral 12.
OC(c1ccccc1)(c1nc(-c2ccc3c(c2)OCO3)cs1)C(F)(F)F (stereo not drawn) was read as HCMV antiviral -11.
Screening CCC/C(=C1/c2ccccc2C(=O)N1c1ccccc1)c1ccc(C=O)o1 returned HCMV antiviral -4.
CCC(=O)N1CCCC1(C)C(=O)NCc1ccc(SC)cc1 (stereo not drawn) was read as HCMV antiviral inconclusive.

Additional entries:
Cc1ccc(S(=O)(=O)N2CC3(O)CN(C(=O)OC(C)C)N(C(=O)OC(C)C)CC3(OC(=O)NC3CCCC3)C2)cc1 (stereo not drawn) was read as HCMV antiviral -8.
Screening COc1ccc(NC(=O)C[C@H]2C(=O)N(c3ccc(OC)cc3)C[C@@H]2c2ccc(Br)cc2)cc1 returned HCMV antiviral 31.
`CCOC(=O)[C@]12CCCC=C1N(Cc1ccc3c(c1)OCO3)C(=O)[C@H](CC(=O)N1CCCCC1)C2` gave HCMV antiviral -19.
For OC(c1ccc(F)cc1)c1ncc(-c2ccc3ccccc3c2)[nH]1 (stereo not drawn) the results were HCMV antiviral 35.
Screening CCc1nc2ccc(C(=O)NCc3ccc4c(c3)OCO4)cn2c1N(CC)CCOC returned HCMV antiviral 7.
CN(C)Cc1ccccc1 was read as HCMV antiviral -1.
`Cc1cc(C)c2c(=O)n3c(nc2c1)C(C)NC(=O)c1cccnc1-3` (stereo not drawn) gave HCMV antiviral 16.
`COc1ccc(C(O)c2ncc(-c3ccccc3Cl)[nH]2)cc1F` (stereo not drawn) gave HCMV antiviral -102*.
`CC[C@@H]1CC2=C(C(=O)OC(C)(C)O2)[C@H](c2ccc(Cl)cc2)O1` gave HCMV antiviral -10.
For Cn1c(NCc2ccccc2F)nc2cc(-c3ccsc3)sc2c1=O the results were HCMV antiviral 22.
CC1(c2nnnn2-c2ccc3c(c2)OCCO3)CCC(=O)N1Cc1ccc(F)cc1 (stereo not drawn) was read as HCMV antiviral 13.
Screening NC(Cc1ccc(F)cc1)c1csc(Nc2ccc(C(F)(F)F)cn2)n1 (stereo not drawn) returned HCMV antiviral 10.
`CC(O)(c1cccc(F)c1)c1nc(-c2ccc3ccccc3c2)cs1` (stereo not drawn) gave HCMV antiviral -14.
`CCCn1c(N)c(N(CCOC)C(=O)COC(=O)COc2c(C)cc(C)cc2C)c(=O)[nH]c1=O` gave HCMV antiviral -22.
Screening CC(O)(c1ccc(F)c(F)c1)c1nc(-c2cccc(F)c2)cs1 (stereo not drawn) returned HCMV antiviral -7.
For Cc1cc2nc(-c3ccc(Cl)cc3)c(Cc3cccc(Cl)c3)n2c(C)c1Br the results were HCMV antiviral 15.
Screening Cc1ccc(S(=O)(=O)NC(=O)C2(C)CCN2C(=O)C2CCCCC2)cc1 (stereo not drawn) returned HCMV antiviral 8.
`CCCCNC(=O)C1(C)CCN1C(=O)c1ccc(F)c(C)c1` (stereo not drawn) gave HCMV antiviral -14.
`CN(C)CCCNc1nc2cc(-c3ccn[nH]3)sc2c(=O)n1C` gave HCMV antiviral -12.
Screening CCOC(=O)C1=C[C@@H](CC)N(S(=O)(=O)c2ccc(C)cc2)[C@H]1c1cccc(Cl)c1 returned HCMV antiviral -27.
Screening COC(=O)C1(C(=O)OC)C[C@H](/C=C/c2ccccc2)N(Cc2ccccc2OC)[C@@H]1c1cccc(Br)c1 returned HCMV antiviral -35.
C[C@H]1CN([C@@H](C)CO)C(=O)CCCn2cc(nn2)CO[C@@H]1CN(C)S(=O)(=O)c1ccc(-n2cccn2)cc1 was read as HCMV antiviral -3.
For COC(=O)c1ccc2nc(C3CCCCC3)c(Cc3ccccc3C(F)(F)F)n2c1 the results were HCMV antiviral -4.
For COC(=O)[C@]1(C#N)[C@H](C)C(=O)N(Cc2ccccc2)[C@@H]1/C=C/c1ccccc1 the results were HCMV antiviral -10.
Screening O=C1NC[C@H](CCCCN2C[C@H](Cc3ccc(O)cc3)N(CCc3ccc(O)cc3)C(=O)C2=O)N(Cc2ccccc2)C1=O returned HCMV antiviral 26.
`CCc1nc2ccc(C(=O)N(C)CCN(C)C)cn2c1N(C)Cc1cc2ccccc2s1` gave HCMV antiviral -21.
`CCNC(=O)C1(C)CCCN(C(=O)C2(c3ccc(Cl)cc3)CCCC2)C1` (stereo not drawn) gave HCMV antiviral -22.
Cc1cccc(C)c1NC(=O)C1(C)CN(S(C)(=O)=O)CC(=O)N1CC(F)(F)F (stereo not drawn) was read as HCMV antiviral -11.
For CCN(CC)C(=O)C1=C(C)N(Cc2ccc(C(C)(C)C)cc2)C(=O)C(CC(=O)NC2CCCC2)C1 (stereo not drawn) the results were HCMV antiviral 39.
For Cc1ccc(NC(=O)CN(C)C(=O)COc2ccc(Br)cc2)cc1 the results were HCMV antiviral -10.
For COc1cc(/C=C2/N=C(c3ccccc3)OC2=O)c(F)cc1OCc1ccccc1 the results were HCMV antiviral -3.
For CC1(C(=O)Nc2ccc3c(c2)OCCO3)CCN1C(=O)C1(c2ccccc2)CC1 (stereo not drawn) the results were HCMV antiviral -37.
Screening CC1C(=O)N(Cc2cn(CCC3OCCCO3)nn2)CCS(=O)(=O)N1Cc1ccc(-c2ccc(Cl)nc2)cc1 (stereo not drawn) returned HCMV antiviral -26.
Screening COc1ccc(CN2C(=O)C(CC(=O)NCC3CCCCC3)CC(C(=O)N3CCOCC3)=C2C)cc1 (stereo not drawn) returned HCMV antiviral 4.
Screening COc1ccc(OCC2CN(Cc3ccccc3)S(=O)(=O)CCO2)cc1 (stereo not drawn) returned HCMV antiviral -1.
Screening Oc1ccccc1C=NNC(=S)NC1CC2C=CC1C2 (stereo not drawn) returned HCMV antiviral -71*.
`COC(=O)c1cccc(N2C(=O)C[C@](Sc3ccc(OC)cc3)(C(=O)N(C)C)[C@H]2c2ccc(OC)cc2)c1` gave HCMV antiviral -23.
For Cc1cc(C(=O)N2CCC2(C)C(=O)O)c(C)o1 (stereo not drawn) the results were HCMV antiviral 6.
COc1cccc(CN2CCC2(C)C(=O)Nc2ccc(Cl)c(Cl)c2)c1F (stereo not drawn) was read as HCMV antiviral -5.
For Cc1nnc(SCC(=O)NC2CCCCC2)n1-c1ccccc1 the results were HCMV antiviral -37.
C[C@@H]1CN([C@H](C)CO)C(=O)c2cc(Br)cnc2O[C@H]1CN(C)C(=O)Nc1ccccc1F was read as HCMV antiviral -5.
Screening CC(C)=CCOc1ccc2c(C)c(CCC(=O)N3C[C@H]4C[C@@H](C3)c3cccc(=O)n3C4)c(=O)oc2c1C returned HCMV antiviral -8.
Fc1ccc(-c2nc3c(Cl)cc(C(F)(F)F)cn3c2Cc2ccsc2)cc1 was read as HCMV antiviral 22.
O=C(NCC(O)c1nc2ccccc2[nH]1)c1cc([N+](=O)[O-])ccc1F (stereo not drawn) was read as HCMV antiviral -18.
Screening COc1cc(C(=O)C(=O)N2CCN(c3ccccc3)CC2)cc(OC)c1OC returned HCMV antiviral -6.
COCc1ccc(C(=O)N2CCCC(N3CCN(c4cccc(Cl)c4)CC3)C2)s1 (stereo not drawn) was read as HCMV antiviral -1.
For Cc1nc2ccc(S(=O)(=O)CCC(=O)NCc3ccc(Cl)cc3)cc2s1 the results were HCMV antiviral -7.
C[C@H](CO)N1C[C@H](C)[C@H](CN(C)C(=O)Nc2ccc(N3CCN(C)CC3)cc2)OCc2cnnn2CCCC1=O was read as HCMV antiviral 8.
COC(=O)c1cnc(Nc2nc(C(N)Cc3ccc(Cl)cc3)cs2)nc1C(F)(F)F (stereo not drawn) was read as HCMV antiviral 24.
C[C@H]1[C@@H](NS(=O)(=O)c2ccccc2)CC[C@@]23CCCN2C(=O)CCC[C@@H]13 was read as HCMV antiviral -16.

Assay outcomes from PubChem.
